# hcGAS lum = blocks human cGAS activity; actives 0.081% (n = 290,000); inhibition, % at 12.5 µM; Q8N884; recombinant h-cGAS, ATP depletion, Kinase-Glo luminescence; AID 1259398;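 note: 0% = vehicle reaction and 100% = reaction without DNA for no activity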
# Target sequence (Q8N884 whole entry, looked up): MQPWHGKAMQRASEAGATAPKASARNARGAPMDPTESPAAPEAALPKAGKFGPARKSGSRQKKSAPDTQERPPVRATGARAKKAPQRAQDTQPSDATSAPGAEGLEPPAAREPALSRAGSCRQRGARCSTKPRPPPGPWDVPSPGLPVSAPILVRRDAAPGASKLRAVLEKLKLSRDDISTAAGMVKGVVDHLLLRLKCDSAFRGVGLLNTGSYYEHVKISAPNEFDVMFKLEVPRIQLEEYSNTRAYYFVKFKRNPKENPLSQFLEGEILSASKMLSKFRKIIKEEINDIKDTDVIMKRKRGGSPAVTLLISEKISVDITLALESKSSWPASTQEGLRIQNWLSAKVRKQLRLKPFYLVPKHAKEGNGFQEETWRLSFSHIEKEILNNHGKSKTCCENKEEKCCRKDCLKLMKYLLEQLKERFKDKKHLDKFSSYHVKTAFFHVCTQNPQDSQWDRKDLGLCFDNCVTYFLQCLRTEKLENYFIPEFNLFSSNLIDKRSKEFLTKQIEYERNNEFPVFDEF
# NPYLR7 agonist = activates Aedes aegypti NPYLR7 receptor | HEK293T NPYLR7/Galpha15, GCaMP6s calcium fluorescence | activation, % at 10 µM | actives 0.15% (n = 270,000); in the data active = activation above about 40%;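 note: 0% = vehicle and 100% = reference agonist at the receptor; some compounds past the cut are filed as inactive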
# mcGAS inh = blocks mouse cGAS activity; Q8C6L5; recombinant cGAS, Kinase-Glo ATP depletion luminescence; inhibition, % at 12.5 µM; actives 0.15% (n = 160,000); AID 1259399;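 note: 0% = negative control wells and 100% = reference inhibitor with no enzyme activity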
# An asterisk follows results filed as active; · = no result given; & = joins results of further samples. Cut-off read from the data, not from the text of the source, unless noted: active = inhibition above about 40%; inactive = the rest.
compound | NPYLR7 agonist | mcGAS inh | hcGAS lum
C=c1occc1=C1NN=C(SCc2cc(C(=O)OC)c(C)o2)O1 | 12 | · | -5
Cc1cccc(Cl)c1S(=O)(=O)N1CC(c2ccccn2)C1 | -1 | · | -10
O=C(c1ccc(F)cc1)N(CCN1CCOCC1)CC(=O)N1CCc2sccc2C1COc1ccc(F)cc1 (stereo unspecified) | -4 | 0 | 3
CCOC(=O)C1=C(C)NC(C)=C(C(=O)OCC)C1C(=O)OCC(=O)N1CCCC1=O | 3 | -6 | -7
O=C(c1cn(Cc2ccccc2Cl)nn1)N1CCOCC1 | 14 | · | -13
CCSc1ccc(-c2sc(-c3cccs3)nc2C)nn1 | -3 | -5 | 2
COC(=O)Cn1c(C)nc(=O)c(-c2ccccc2)c1C | -3 | · | -9
Cc1cc2cc(C(=O)N3CCCC(CNC(=O)c4cc5ccccc5[nH]4)C3)ccc2o1 (stereo unspecified) | 13 | -11 | -7
COc1cc(C)c2c(=O)c(-c3nc(C)cs3)coc2c1 | -20 | -3 | -1
S=c1[nH]nc(-c2ccccc2)n1-c1ccc(Cl)cc1 | -3 | -1 | 1
O=c1c(Cl)c(NC2CCCC2)cnn1Cc1ccccc1 | 7 | · | -15
Cc1cc(C)n(CCCC(=O)N2CCOC3(CNCCOC3)C2)n1 (stereo unspecified) | 1 | · | -1
CCCCCC(=O)Nc1c(-c2ccccc2)nc2cc(C)ccn12 | -7 | -8 | -6
CC(C)c1csc(C2CC(=O)NCc3nc4ccccn4c32)n1 (stereo unspecified) | 7 | · | -2
COc1ccc(NC(=O)C(=O)NCC(c2cccc3ccccc23)N2CCCC2)cc1Cl (stereo unspecified) | -1 | · | 3
O=C(Cc1cn2ccsc2n1)NC12CC3CC(CC(C3)C1)C2 | 5 | -4 | -1

# 7 structures already listed, arranged by heavy-atom count, smallest number first:
compound | NPYLR7 agonist | mcGAS inh | hcGAS lum
S=c1[nH]nc(-c2ccccc2)n1-c1ccc(Cl)cc1 | -3 | -1 | 1
COc1cc(C)c2c(=O)c(-c3nc(C)cs3)coc2c1 | -20 | -3 | -1
O=c1c(Cl)c(NC2CCCC2)cnn1Cc1ccccc1 | 7 | · | -15
O=C(Cc1cn2ccsc2n1)NC12CC3CC(CC(C3)C1)C2 | 5 | -4 | -1
CC(C)c1csc(C2CC(=O)NCc3nc4ccccn4c32)n1 (stereo unspecified) | 7 | · | -2
CCCCCC(=O)Nc1c(-c2ccccc2)nc2cc(C)ccn12 | -7 | -8 | -6
COc1ccc(NC(=O)C(=O)NCC(c2cccc3ccccc23)N2CCCC2)cc1Cl (stereo unspecified) | -1 | · | 3

# Going on with the list.
compound | NPYLR7 agonist | mcGAS inh | hcGAS lum
Cc1ccc(C(=O)OCC(=O)c2cccs2)c(O)c1 | 3 | · | -7
CCCCOCCOCC(=O)N1CCN(Cc2ccc(-c3noc(-c4ccccc4)n3)cc2)CC1 | -10 | 1 | 0
OCc1cc2ccccc2nc1-c1ccc(-c2ccn[nH]2)cc1 | -3 | · | -2
COP(=O)(OC)C1(O)C2CCCC1C(c1ccccc1)NC2c1ccccc1 (stereo unspecified) | -3 | · | 0
CC(=O)Nc1cccc(NC(=O)CSc2nc(=O)n(CCN(C)C)c3c2CCC3)c1 | 0 | -9 | -6
COc1ccc(OC)c(C2CN(C(=O)c3ccccc3F)CC2C(=O)N2CCN(C)CC2)c1 (stereo unspecified) | · | -3 | -2
Cc1ccc(S(=O)(=O)N2CCCc3cc(NC(=O)C4CCCCC4)ccc32)cc1 | 4 | · | -2
CCc1cn[nH]c1C1CCN(C(=O)c2cn(CC3CCCNC3)nn2)CC1 (stereo unspecified) | 8 | · | -6
O=S(=O)(c1ccc(O)cc1)c1ccc(Cl)cc1 | 10&2 | -5 | -10&1
CCCN1C(=O)C2C(c3ccc(O)cc3)NN(Cc3ccccc3)C2C1=O (stereo unspecified) | -10 | -10 | -6
COc1ccc(C)cc1NC(=O)C(C)Oc1ccc2ccc(=O)oc2c1 (stereo unspecified) | -5 | · | -3
COc1ccc(-c2c(C)n([O-])c3c([n+]2=O)CCCC3)c(OC)c1 | -7 | -5 | -9
COCC(C)n1c(C)cc(C(=O)Cn2cnc3c2c(=O)n(C)c(=O)n3C)c1C (stereo unspecified) | -1 | · | -1
O=S(=O)(c1ccc2cccc3c2c1CC3)N1CCCCC1 | 4 | · | -5
COc1cccc(C(=O)N2CCN(C(C(=O)NC3CCCc4ccccc43)C3CCCC3)CC2)c1 (stereo unspecified) | -5 | -3 | -3
Cc1ccc2nc(C)c(NC(=O)c3ccc(S(=O)(=O)N4CCCCC4)cc3)c(=O)n2c1 | -4 | · | -1
COc1ccc(NC(=O)CNC(=O)CN(C(=O)c2cccc(OC)c2)C2CCCCC2)cc1 | -12 | -4 | -5
NS(=O)(=O)c1ccc(C(=O)NCCn2ncccc2=O)cc1 | 5 | · | -1
COc1ccc(CCOC(=O)C2CCCCN2C(=O)c2ccccc2C(F)(F)F)cc1OC (stereo unspecified) | -8 | -5 | -2
CC(=O)COc1ncnc2c1cnn2-c1cc(C)cc(C)c1 | 11 | · | -4
Cc1cccc(C)c1OCCN(C1CC1)S(=O)(=O)c1ccc(C#N)cc1 | 12 | -5 | -4
O=C(NCCN1CCCOC1=O)c1cccc2ccnn12 | 1 | -14 | 0
CCC(=O)N1CCCC1(C)C(=O)Nc1nccc2ccccc12 (stereo unspecified) | 5 | -7 | -16
Cc1cc(C)n(-c2nc3c(c(=O)n2CC(=O)NC(C)(C)C)CCC3)n1 | · | -1 | -2
OCC(O)/C=N\Nc1nc(Nc2ccccc2)nc(N2CCCCC2)n1 (stereo unspecified) | -8 | · | -4
CCOC(=O)C1(NC(=O)CCSC)CCCCC1 | -6 | · | -10
COc1ccc(OC)c(CN(CCc2c[nH]c3ccccc23)Cc2nc(C(=O)NCC3CC3)co2)c1 | 31 | -3 | -4
O=C(COc1ccccc1)Nc1ccc(C2SCC(=O)N2c2ccc3c(c2)CCC3)cc1 (stereo unspecified) | 22 | -5 | -10
Cc1ccc(C(=O)N=Nc2c(O)[nH]c3ccccc23)cn1 | 14 | -5 | -5
CCC(C)N(Cc1ccsc1)Cc1csc(C(C)=O)c1 (stereo unspecified) | 3 | -10 | -7
CCN1CCCC1CNC(=O)C1CSC(c2cccc(Br)c2)N1C(=O)OC(C)(C)C (stereo unspecified) | -6 | -5 | -3
CC(C)(C)c1ccc(C(=O)Nn2cnc3c(cnn3-c3ccccc3)c2=O)cc1 | 0 | · | -11
Cc1ccccc1Cn1ccnc1CN(CC1CC1)C(=O)c1ccccc1F | -8 | 2 | -2
COc1ccc(NC(=O)CSc2nc(C)cc(C(F)(F)F)c2C#N)cc1 | -10 | -6 | -7
CN(Cc1nc(-c2cccnc2)no1)C(=O)CC12CC3CC(CC(C3)C1)C2 | 7 | -10 | -8
CCOCCOc1nc(-c2cccc(F)c2)n(-c2ccc(NC(=O)COC)cc2)n1 | 4 | -4 | -3
Cn1nc(C(C)(C)C)cc1NC(=O)c1ccc(C#N)cc1 | -4 | · | -6
CCCSc1nccc(=O)[nH]1 | 4 | 0 | 5
CCc1nc2c(OCCOC)cccn2c1N(C)C(=O)c1cccc(OC)c1 | -14 | 2 | 3
O=C(O)c1cccc(COCC(F)(F)C(F)F)c1 | 11 | · | 1
CCSc1nc2ccc(NC(=O)CSc3nnc(N)s3)cc2s1 | -6 | · | 0
Cn1cc(C(=O)N2CCN(C(=O)CCC3CCCC3)CC2)c2nn(-c3ccccc3)c(=O)c-2c1 | 0 | -9 | -9
CC1(/[N+]([O-])=C/c2ccccc2C(F)(F)F)CCCCC1=O (stereo unspecified) | 15 | · | -3
Cc1c(C)n2c3c(=O)n(Cc4ccccc4)c(=O)n(C)c3nc2n1C | -4 | · | -10
NS(=O)(=O)c1ccc(CCNC(=O)C2CC=CCC2C(=O)N2CCc3ccccc3C2)cc1 (stereo unspecified) | 6 | -4 | -10
COCc1nc(C)cc(NC(c2ccccc2)C2CCOCC2)n1 (stereo unspecified) | -1 | · | 1
O=C1OC(/C=C/c2ccc(Cl)cc2)=NC/1=C/c1cccc([N+](=O)[O-])c1 | -7 | 2 | -4
CCN(CC)[P+](N)(c1nc2ccccc2n1C)N(CC)CC | 2 | · | -2
CC(O)CN(CCN(CC(C)O)CC(C)O)CC(C)O (stereo unspecified) | -13 | · | -2
Cc1cccc(NC(C)C(=O)Nc2sccc2C#N)c1C (stereo unspecified) | -1 | · | -4
CN(Cc1ccccc1)C(=O)c1ccc(Nc2nc(C(N)c3ccccc3Cl)cs2)nc1 (stereo unspecified) | -4 | -7 | -7
CCn1nc(C(=O)N2CC(=O)Nc3ccccc32)cc1C | 1 | · | -2
COc1ccc(-c2nc3ccccn3c2CN2CCNC(C(=O)O)C2)cc1 (stereo unspecified) | 9 | · | -6
CCC(=O)NCC[C@@H]1CCc2ccc3c(c21)CCO3 | 2 | · | -2
CCCCNC(=O)CN1CCN(CN2C(=O)NC3(CCC(C)CC3)C2=O)CC1 (stereo unspecified) | 14 | · | -1
O=C(CNCC(c1ccccn1)N1CCOCC1)Nc1cnccn1 (stereo unspecified) | -6 | -12 | -6

# Further records.
compound | NPYLR7 agonist | mcGAS inh | hcGAS lum
C=CCOC(C)C(=O)NC1(C(=O)OCC)CCc2ccccc21 (stereo unspecified) | -16 | · | 6
Cn1c(=O)c2c(ncn2CC(=O)Nc2sc3c(c2C#N)CCC3)n(C)c1=O | 13 | -6 | -4
Cc1ccc(C(C)C)cc1OS(=O)(=O)c1ccc2c(c1)oc(=O)n2C | 6 | · | -4
O=C(CCc1ccccc1)Nc1cc(-c2ccccc2)nn1-c1ccc(Br)cc1 | 9 | -5 | -5
CN(C)CCN(C)CC1(c2ccnc(-c3ccccc3Cl)c2)CC1 | 1 | -8 | -12
O=S(=O)(c1ccc(Cl)cc1)N1CCNCC1 | -3 | · | -6
CC1=C(C(=O)Nc2ccc(C)cc2)C(c2ccccc2F)NC(=O)N1 (stereo unspecified) | 0 | -6 | -7
CC1CCN(C(=O)Cc2csc(NC(=O)NC3CCCCC3)n2)CC1 | -5 | · | -9
COC(=O)C1=C(C)NC(C)=C(C(=O)OC)C1C(=O)OCC(=O)NC(C)(C)C | 4 | · | -6
Cc1ccc2oc(C(=O)NCC3(N(C)C)CCOCC3)cc2c1 | 3 | · | -2
O=C(c1cncc(N2CCOC(c3ccc(F)cc3)C2)n1)N1CCCCC1 (stereo unspecified) | -10 | -3 | 0
O=c1ccc(-c2ccco2)nn1CCNS(=O)(=O)c1ccccc1F | -1 | -7 | 3
O=C(Nc1cccc(F)c1)c1cccc(S(=O)(=O)N2CCCCCC2)c1 | -5 | -2 | -5
Cc1ccc(-c2ccc(C(=O)NCCCc3nn[nH]n3)cc2)o1 | 4 | · | -2
COc1ccc(C2c3ccsc3CCN2C(=O)c2ccc(C(F)(F)F)cc2)cc1 (stereo unspecified) | 20 | -4 | -3
Cc1ccc(NC(=O)CCCn2nc(-c3ccccc3)ccc2=O)c(C)c1 | 0 | -7 | -2
COCCCNCc1nc2sc(C(C)C)cc2c(=O)[nH]1 | 2 | -5 | 0
CC1c2ccsc2CCN1S(=O)(=O)c1ccc([N+](=O)[O-])cc1 (stereo unspecified) | 6 | -6 | -4
CCn1cncc1CNC(=O)c1sc(C)nc1-c1ccccc1 | 3 | · | -3
O=C(NC(Cc1ccccc1)C(=O)Nc1nnc(-c2cccc(Cl)c2)s1)c1ccc(F)cc1 (stereo unspecified) | -4 | -4 | -5
COc1ccccc1Cn1c(C)c(C(=O)NCc2cccc(Cl)c2)sc1=O | 9 | · | -7
C#CCNC(=O)c1sc(-c2ccccc2)cc1OC | 13 | -13 | -7
CCOC(=O)CC1CCCCN1Cc1nc(-c2ccc(OC)c(C)c2C)oc1C (stereo unspecified) | 9&-10 | -3 | -7&-2
Cc1ccc(C(=O)NC(c2ccc(F)cc2)C(C)C)cn1 (stereo unspecified) | 1 | · | -14
CCCn1nc(-c2ccc(Cl)s2)cc1C(=O)N1CCC2(CC1)OCCO2 | · | 0 | -4
Cc1ccc(CNC(=O)c2c(C)noc2-c2cccc(C(F)(F)F)c2)o1 | 3 | -8 | -4
COc1cccc(NC(=O)NC2CC(=O)N(CC3CCCCC3)C2)c1 (stereo unspecified) | 7 | · | -8
O=C(NCc1ccccc1Cl)C1=NS(=O)(=O)c2ccccc2N1 | 3 | · | -1
COc1cc2c(cc1OC)C(c1c(F)cccc1Cl)N(C(=O)c1cc(C)oc1C)CC2 (stereo unspecified) | 18 | -8 | -5
COc1ccc2c(c1)[C@]1(CO)CN(Cc3ccc(C(=O)O)cc3)C[C@@H]1C(C)(C)CO2 | 2 | -5 | -11
O=C(c1cc(-c2ccccc2F)nc2cc(-c3ccccc3)nn12)N1CCOCC1 | 7 | -10 | -5
Cc1cc(F)ccc1C(O)c1ncc(-c2ccccc2F)[nH]1 (stereo unspecified) | -1 | · | -10
Cc1ccc(C2(CN3CCCC(Cn4ccnc4)C3)CCNCC2)nc1 (stereo unspecified) | 18 | -11 | -6
COc1nn(C)cc1C(=O)NCC1CCCO1 (stereo unspecified) | 2 | · | -2
Cc1nnc(SCc2ccccc2F)c(C(N)=O)c1C | 7 | -16 | -7
COc1ccccc1N1CCN(CC(C)(C)N2CCOCC2)C(C)C1 (stereo unspecified) | · | -6 | -15
COc1cc(Br)c(C=CC(=O)c2cccc(N3CCCC3=O)c2)cc1OC | -3 | 0 | 1
CC1CCc2c(sc3nc(CCN4CCN(c5ccccn5)CC4)nc(N)c23)C1 (stereo unspecified) | -3 | · | -4
Cc1cccc(-c2nc(CN(CC3CCCO3)CC3CCCO3)no2)c1 (stereo unspecified) | -1 | · | -1

# Source: PubChem (Fisher Drug Discovery Resource Center)
